HP1b binding inh = inhibitors of HP1-beta chromodomain binding to methylated histone tails; P83916; AlphaScreen HP1-beta / biotin-H3K9me3 peptide binding; Potency, µM (titrated, usually from 114 µM), for inactives: top-dose activity change, negative = inhibition, most hits filed as inhibitors; hit rate 0.56% among 390,000; note: potency is the fitted concentration of half-maximal effect; nearly all actives have a fitted effect of over 70% in size; inactives centre near 23
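HP1-beta protein (50 nM final) preincubated 30 min at room temperature with biotinylated H3(1-18)K9me3 peptide (50 nM) in PBS pH 7.4, 0.01% Tween-20, then compound added for 30 min. AlphaScreen streptavidin donor/nickel chelate acceptor beads (10 ug/mL final), 30 min dark, luminescence read.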
G9a block = inhibitors of human histone lysine methyltransferase G9a. Q96KQ7. hit rate 8.8% among 350,000. G9a H3K9 monomethylation, AlphaScreen, 2 h. Potency, µM (top dose mostly 102 µM), inactives show top-dose activity, negative = inhibition, hits mostly inhibitors; note: potency is the fitted concentration of half-maximal effect; % is set by controls: 0 for no effect and ±100 for the full control effect; nearly all actives have a fitted effect of over 75% in size
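AlphaScreen detection with an anti-monomethyl H3K9 antibody quantified product after a 2 h room-temperature reaction containing 500 nM biotinylated H3K9 peptide, 20 µM SAM and 20 nM enzyme, which had been preincubated 15 min with compound.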
GLS inh = glutaminase GLS (human) inhibition. hit rate 0.21% among 410,000. AID 624170. Potency, µM (doses to about 45.5 µM), for inactives: at the top dose activity change, negative = inhibition, hits mostly inhibitors. GLS enzymatic activity, qHTS titration; note: potency is the fitted concentration of half-maximal effect; % is set by controls: 0 for no effect and ±100 for the full control effect
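Compounds were pin-transferred onto hKGA, after which L-glutamine (1 mM solution) and a detection mix of glutamate oxidase, HRP and Amplex Red were added. Initial and 30 min RT fluorescence reads were collected.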
Pin1 inh = inhibitors of human Pin1. AID 504891. hit rate 0.009% among 390,000. Q13526. Potency, µM (doses to about 115 µM), inactives show at the highest dose activity, negative = inhibition, usual class: inhibitors. Pin1 FP peptide displacement, HiFluor488, 10 min; active = well fitted inhibition curve with a large enough effect in the polarisation, with a control signal flat, not every such curve was filed as active; inconclusive = small, poorly fitted or top-dose-only effect, or effect the other way, or a change in a side signal; inactive = no such curve, though single readings can be large or run the other way; the % refers to the polarisation; note: potency is the fitted concentration of half-maximal effect; % is set by controls: 0 for no effect and ±100 for the full control effect
ERG Ets-DNA blk = blocks human ERG Ets domain binding to DNA. fluorescence polarization, His-ERG Ets domain / labelled DNA. Potency, µM (series often up to 76.9 µM), without a hit: at the highest dose FP activity, negative = inhibition, hits mostly inhibitors. hit rate 0.028% among 370,000; active = well fitted inhibition curve with a large enough effect in the polarisation, with a control signal flat; inconclusive = small, poorly fitted or top-dose-only effect, or effect the other way, or a change in a side signal; inactive = no such curve, though single readings can be large or run the other way; the % refers to the polarisation;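 note: polarization taken with two DNA probes labelled with fluorescein and Texas red; potency is the fitted concentration of half-maximal effect; % of control where 0% means no effect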
Target sequence (P11308 whole entry, looked up, the tested form may be a part): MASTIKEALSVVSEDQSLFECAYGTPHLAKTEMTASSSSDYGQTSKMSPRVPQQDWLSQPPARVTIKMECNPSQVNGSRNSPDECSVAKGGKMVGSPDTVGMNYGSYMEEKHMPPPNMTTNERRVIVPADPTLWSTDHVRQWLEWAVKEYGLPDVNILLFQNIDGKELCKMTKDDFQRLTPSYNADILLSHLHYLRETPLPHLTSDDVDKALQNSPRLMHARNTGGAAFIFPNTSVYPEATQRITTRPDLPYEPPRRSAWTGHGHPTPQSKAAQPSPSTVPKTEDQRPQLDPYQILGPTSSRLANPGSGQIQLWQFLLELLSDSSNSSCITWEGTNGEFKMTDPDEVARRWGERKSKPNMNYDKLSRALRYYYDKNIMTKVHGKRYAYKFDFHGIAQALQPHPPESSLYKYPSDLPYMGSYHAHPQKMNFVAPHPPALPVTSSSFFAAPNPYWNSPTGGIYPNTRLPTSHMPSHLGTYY
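His-tagged ERG Ets domain (1 uM in the protein solution; 300mM KCl, 50mM Tris-HCl, 1mM EDTA, 1mM DTT, pH 7.5) received compound, then a probe mix of 5 nM fluorescein-DNA and 100nM Texas-615-DNA. Fluorescence polarization was read for both dyes.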
PI4K2A block = PI4K2A (human) kinase inhibition. Q9BTU6. purified PI4K2A, ADP-Glo luminescence, 1 h; hits give low values. activity change, negative = inhibition, % at 76.9 µM. hit rate 0.13% among 420,000. AID 1346378; in the data active = activity change below about -50%; inconclusive = mostly about -30% to -49%;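 note: -100% = wells without enzyme as full effect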
Target sequence (Q9BTU6 whole entry, looked up): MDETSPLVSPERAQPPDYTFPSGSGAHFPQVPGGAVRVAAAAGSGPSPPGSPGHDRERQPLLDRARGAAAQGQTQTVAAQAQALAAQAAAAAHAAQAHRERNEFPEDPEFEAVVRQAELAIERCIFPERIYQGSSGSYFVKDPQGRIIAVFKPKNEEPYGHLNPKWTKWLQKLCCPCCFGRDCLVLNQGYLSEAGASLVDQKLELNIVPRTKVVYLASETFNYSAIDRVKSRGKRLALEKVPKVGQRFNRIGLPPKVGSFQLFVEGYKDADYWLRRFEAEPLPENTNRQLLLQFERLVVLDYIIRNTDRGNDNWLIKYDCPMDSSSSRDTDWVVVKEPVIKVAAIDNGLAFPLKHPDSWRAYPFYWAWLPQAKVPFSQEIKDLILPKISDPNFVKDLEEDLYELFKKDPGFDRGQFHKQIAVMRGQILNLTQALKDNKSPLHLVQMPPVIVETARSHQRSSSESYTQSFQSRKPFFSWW
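In this quantitative HTS, ADP production by PI4K2A was quantified luminescently after 1 h at ambient temperature; 100 microM adenosine served as plate-quality control.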
PGK inhibitor = inhibitors of T. brucei phosphoglycerate kinase; hit rate 0.043% among 380,000; Potency, µM (series often up to 57.5 µM), for inactives: at the top dose activity change, negative = inhibition, actives largely listed as inhibitors; P07378; AID 602233; PGK/GAPDH coupled, Kinase-Glo luminescence, 60 min; note: potency is the fitted concentration of half-maximal effect; % is set by controls: 0 for no effect and ±100 for the full control effect; nearly all actives have a fitted effect of over 60% in size
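Recombinant glycosomal PGK reaction used 1,3-bisphosphoglycerate generated in-well by GAPDH (100nM final) in 100mM TEA pH 7.6, 5mM MgCl2, 0.01% Tween-20. After 60 minutes at room temperature, ATP was read by Kinase-Glo Plus luminescence end-point.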
JMJD2A Tudor inh = blocks the human JMJD2A Tudor domain. O75164. AlphaScreen JMJD2A-Tudor / H3K4me3 peptide binding. Potency, µM (doses to about 114 µM), for the others: at the top dose activity change, negative = inhibition, actives largely listed as inhibitors. hit rate 4.4% among 390,000. AID 504339; note: potency is the fitted concentration of half-maximal effect; % is set by controls: 0 for no effect and ±100 for the full control effect; nearly all actives have a fitted effect of over 50% in size
BAZ2B block = blocks human BAZ2B; AlphaScreen BAZ2B-H3K14Ac peptide displacement; Potency, µM (titrated, usually from 114 µM), for the others: top-dose activity change, negative = inhibition, most hits filed as inhibitors; hit rate 4.4% among 360,000; note: potency is the fitted concentration of half-maximal effect; % is set by controls: 0 for no effect and ±100 for the full control effect; nearly all actives have a fitted effect of over 60% in size
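Complex of BAZ2B and biotin-H3K14Ac (50 nM apiece) forms over 30 min at RT, then faces library compounds up to 110 uM for another 30 min; AlphaScreen beads added, 20 min dark incubation, luminescence read.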
Active calls of the source: *; i = inactive; ? = inconclusive; / = not tested or not shown; [ ] = remark or other dose. Unless noted, calls come from the whole dose curve; as a rule, active = well fitted curve in the direction sought with a large enough effect; inconclusive = small, poorly fitted or top-dose-only effect, or another doubt; inactive = no such curve, though single readings can be large; an effect the other way counts as inactive or inconclusive. The order is random (roughly 11% active in at least one column).

PI4K2A block,G9a block,GLS inh,Molecule,PGK inhibitor,ERG Ets-DNA blk,BAZ2B block,HP1b binding inh,Pin1 inh,JMJD2A Tudor inh
-9,-8%[2.33 µM],-2%,NC(=O)C1(c2ccccc2)OC1c1ccccc1 (stereo unspecified),-2%,18%,48%[activator],43%[activator],-3%,40%[activator]
0,-24%,?,Cc1cc(NC(=O)Cn2nnc(-c3ccccc3NC(=O)c3ccccc3F)n2)no1,3%,-1%,-2%,32%,55%[activator],6%
3,6%,-6%,Cc1nn2c(N)c(-c3ccccc3)cnc2c1-c1ccccc1,-6%,3%,9%,36%,3%,3%
7,-33%[12.7 µM],0%,CN(C)C(CNC(=O)c1cc(S(=O)(=O)N(C)c2ccc(F)cc2)ccc1Cl)c1ccco1 (stereo unspecified),-7%,-1%,-19%,12%,-4%,-15%
4,0%,-2%,CNC(=O)C1(C)C=CCN1C(=O)c1ccccc1 (stereo unspecified),-6%,3%,3%,53%[activator],0%,-12%
-1,-18%[59 µM],1%,Cc1ccc(Cn2c(=O)n(Cc3ccco3)c(=O)c3oc4ccccc4c32)cc1,-4%,4%,-16%,36%,1%,-14%
0,-9%,1%,CC(OC(=O)c1ccc(S(=O)(=O)N2CCCCC2)cc1)C(=O)NC1CCCCC1C (stereo unspecified),i,1%,-15%,20%,7%,-5%
-2,?,0%,CCN1C(=O)/C(=C\N2CCOCC2)SC1=S,-8%,-2%,-18%,26%,0%,-2%
-12,3.2µM*,-26%,Clc1ccccc1-c1nn2c(-c3ccncc3)nnc2s1,/,1%,0%,?,?,?
1,?,1%,Cc1ccc(-n2c(C)nn(CC#N)c2=O)cc1,i,-1%,-25%,5%,-8%,-8%
0,-3%[59 µM],0%,NC(N)=NCCCC(NC(=O)c1ccccc1)C(=O)Nc1ccc([N+](=O)[O-])cc1 (stereo unspecified),8%,-9%,-1%,29%,5%,-3%
2,-3%[59 µM],-8%,CCC(C)(C(=O)NC1CCCCC1)N(Cc1ccco1)C(=O)c1ccccn1 (stereo unspecified),-12%,-4%,-21%,23%,1%,-7%
0,-31%[12.7 µM],17%,O=C(c1ccc(OC(F)(F)F)cc1)c1ncc[nH]1,3%,2%,-2%,40%[activator],4%,-15%
-15,19%[12.7 µM],13%,CC(C)c1c(C#N)c(N)nc(SCC(=O)c2cc3ccccc3oc2=O)c1C#N,-4%,11%,-3%,16%,?,-26%
-2,3%[59 µM],-1%,Cc1ccc(CNC(=O)c2ccc3c(c2)N(Cc2cccc(C)c2)C(=O)CS3)cc1,9%,-10%,0%,28%,11%,-1%
-2,8%[59 µM],-11%,COc1ccc(CNC(=O)Cc2c(C)c3c(cc(C)c4c(C)c(C)oc43)oc2=O)cc1OC,-8%,2%,-12%,23%,8%,-13%
-1,10%[59 µM],1%,COc1ccc(OC)c(NC(=O)CSC2=Nc3ccccc3C3=NC(CC(=O)NCc4ccc5c(c4)OCO5)C(=O)N23)c1 (stereo unspecified),9%,-3%,-15%,8%,?,-22%
0,11%,-10%,Cc1ccc(S(=O)OCC(=O)Nc2cc(Cl)ccc2N2CCOCC2)cc1 (stereo unspecified),/,7%,-3%,19%,26%,?
1,-20%[59 µM],4%,O=C(O)Cn1c2c(c3ccccc31)CCCC2,1%,0%,-10%,-5%,?,-30%
4,5%[0.501 µM],-9%,Cc1cc(C)cc(NC(=O)COc2coc(CN3CCc4ccccc4C3)cc2=O)c1,-4%,6%,8%,28%,3%,-18%
-3,-62%[12.7 µM],0%,Cc1ccc(S(=O)(=O)N2CCCC2C(=O)N(C)Cc2cccs2)cc1 (stereo unspecified),1%,0%,10%,30%,-7%,5%
-3,13%,-8%,CC(C)C(=O)OCC(=O)NCc1ccccc1Cl,-2%,2%,-1%,25%,-1%,-12%
-1,/,6%,C=CC(C)(C)c1c(O)c(CC=C(C)C)c(O)c2c(=O)c3ccc(O)c(O)c3oc12,-5%,-3%,/,-15%,?,50µM*
-5,-6%[59 µM],1%,Cc1ccc(S(=O)(=O)NCCNC(=O)c2cc(OCC(F)(F)F)ccc2OCC(F)(F)F)cc1,2%,-8%,7%,33%,-2%,-9%
6,-40%[12.7 µM],-7%,COc1cccc(S(=O)(=O)NCc2ccc(C(=O)NCC3CCCO3)cc2)c1 (stereo unspecified),-7%,4%,-2%,14%,-2%,-29%
5,/,1%,CCCCN1CC(COCc2ccccc2)Oc2cccc(Oc3ccccc3)c2S1(=O)=O (stereo unspecified),1%,-14%,/,38%,9%,0%
0,?,8.9µM*,O=C1/C(=C/c2ccc(O)c(O)c2)Oc2cc(O)ccc21,-13%,97%[activator],56µM*,-4%,?,-30%
5,-36%[59 µM],1%,Cc1ccc(C(=O)NNC(=O)C(C)Sc2nc(N)cc(N)n2)cc1 (stereo unspecified),0%,15%,-2%,36%,-7%,2%
0,/,0%,C=CCn1nnnc1SCC(=O)Nc1ccc(C(=O)OC)cc1,-4%,-19%,-5%,15%,-6%,1%
-2,/,1%,C[C@@H]1CN([C@@H](C)CO)C(=O)Cc2cc(NC(=O)Nc3ccc(C(F)(F)F)cc3)ccc2O[C@@H]1CN(C)S(=O)(=O)c1ccc(Cl)cc1,11%,14%,/,25%,22%,-25%
11,3%[59 µM],-5%,CCCN1CCN(CC2=C(C(=O)OCC)C(c3cccc(OC)c3OC)NC(=O)N2)CC1 (stereo unspecified),5%,-14%,-4%,38%,2%,0%
-2,11%,-4%,CC1=C(C(=O)Nc2ccc(C(=O)NCCCN3CCCCC3)cc2)SCCO1,-9%,5%,-18%,46%[activator],0%,-26%
-3,71%[activator][59 µM],5%,CCOc1cccc(OCCOc2ccccc2[N+](=O)[O-])c1,i,2%,79%[activator],103%[activator],4%,79%[activator]
-2,-4%,-10%,CC(=O)N(c1ccc(Cl)cc1)c1cn(C(C)=O)c2ccccc12,4%,0%,-13%,39%,?,-7%
7,13%[0.501 µM],12%,COc1ccc(NS(=O)(=O)c2ccc(C)c(C(=O)NCC(c3ccco3)N(C)C)c2)cc1 (stereo unspecified),1%,0%,7%,12%,2%,-27%
-1,9%,2%,O=C(CN1CCN(c2ccccn2)CC1)Nc1ccc(F)cc1F,/,1%,-2%,93%[activator],5%,-1%
1,17%[12.7 µM],-8%,Cc1ccc(NC(=O)COC(=O)c2ccc(S(=O)(=O)NCc3ccco3)cc2)cc1,-10%,18%,2%,17%,2%,-16%
3,8%[12.7 µM],4%,O=C(NC1CCCCCC1)C1CCCN(S(=O)(=O)c2cccs2)C1 (stereo unspecified),-3%,-6%,-4%,19%,6%,-2%
-3,/,2%,COC(=O)c1ccccc1NC(=O)Nc1ccc(Br)cn1,4%,-2%,1%,5%,2%,-5%
-10,?,9%,O=S(=O)(Nc1nc2cc3c(cc2nc1Cl)OCCO3)c1ccccc1,-7%,-13%,?,38%,-8%,-23%

Record cards, from the list above. Order of values: PI4K2A block | G9a block | GLS inh | PGK inhibitor | ERG Ets-DNA blk | BAZ2B block | HP1b binding inh | Pin1 inh | JMJD2A Tudor inh
O=C(NC1CCCCCC1)C1CCCN(S(=O)(=O)c2cccs2)C1 (stereo unspecified) is listed as 3 | 8%[12.7 µM] | 4% | -3% | -6% | -4% | 19% | 6% | -2%
Cc1ccc(NC(=O)COC(=O)c2ccc(S(=O)(=O)NCc3ccco3)cc2)cc1 is listed as 1 | 17%[12.7 µM] | -8% | -10% | 18% | 2% | 17% | 2% | -16%

(further entries)
PI4K2A block,G9a block,GLS inh,Molecule,PGK inhibitor,ERG Ets-DNA blk,BAZ2B block,HP1b binding inh,Pin1 inh,JMJD2A Tudor inh
1,15%[12.7 µM],3%,CC(C)CN(CC(C)C)C(=O)COc1ccccc1C(N)=O,1%,1%,1%,35%,-7%,-7%
0,53%[activator],8%,CCCCOc1ccc(N(CC(=O)NCCOC)C(=O)CCC(=O)Nc2ccccn2)cc1,-6%,1%,-4%,17%,-2%,-12%
1,/,3%,CC(=O)c1cccc(OCC(=O)OCC(=O)Nc2cc(S(=O)(=O)N3CCCCC3)ccc2C)c1,1%,5%,/,7%,1%,-20%
8,45µM*,-2%,O=C1c2ccccc2C(Nc2ccc3c(c2)OCCO3)N1Cc1ccccc1 (stereo unspecified),i,-1%,40µM*,?,5%,40µM*
-4,10µM*,4%,CCCn1cnc2cc(NCc3ccccn3)ccc21,-7%,-7%,50µM*,1%,-19%,56µM*
1,-1%[59 µM],-9%,Cc1cc(OC(C)C(=O)N(Cc2ccco2)Cc2ccco2)cc(C)c1Cl (stereo unspecified),i,-9%,12%,23%,1%,-19%
-3,7%[0.501 µM],-2%,C=CCCN(Cc1ccccc1)S(=O)(=O)c1cc(Br)ccc1Br,2%,0%,69%[activator],152%[activator],2%,116%[activator]
3,6%[59 µM],-1%,Cc1cc(C)n(C(C)CC(=O)Nc2ccc3c(c2)OCO3)n1 (stereo unspecified),i,-12%,-24%,54%[activator],-5%,14%
0,39%[0.501 µM],-12%,O=C1Nc2cc(C(=O)N3CCOCC3)ccc2SC1N1CCOCC1 (stereo unspecified),i,?,-6%,34%,-10%,-5%
1,-37%[59 µM],0%,COC(=O)c1c(NC(=O)/C(C#N)=C/c2ccccc2)sc2c1C(C(=O)OC)CC2 (stereo unspecified),i,-1%,-3%,42%[activator],?,-8%
-3,46%[59 µM],1%,CCCCNc1nc(N)nc(-c2cc(Cl)ccc2O)n1,0%,0%,19%,80%[activator],7%,28%
0,25%[59 µM],-6%,COc1ccc(-c2ccc(SCC(=O)N3CC(=O)Nc4ccccc43)nn2)cc1,0%,2%,-1%,33%,0%,-15%
